High-throughput results from PubChem.
Pin1 inhibitor: blocks the human prolyl isomerase Pin1 | AID 504891 | Potency, µM (top dose mostly 115 µM), for the others: at the top dose activity, negative = inhibition, hits mostly inhibitors | Q13526 | hit rate 0.009% among 390,000 | Pin1 FP peptide displacement, HiFluor488, 10 min; active = well fitted inhibition curve with a large enough effect in the polarisation, with a control signal flat, not every such curve was filed as active; inconclusive = small, poorly fitted or top-dose-only effect, or effect the other way, or a change in a side signal; inactive = no such curve, though single readings can be large or run the other way; the % refers to the polarisation; note: % is set by controls: 0 for no effect and ±100 for the full control effect
TrxR1 inh: blocks rat thioredoxin reductase 1. O89049. recombinant rTrxR1, NADPH fluorescence consumption, selenite substrate. Potency, µM (top dose mostly 114 µM), for the others: at the top dose activity change, negative = inhibition, most hits filed as inhibitors. hit rate 1% among 390,000; note: % is set by controls: 0 for no effect and ±100 for the full control effect; nearly all actives have a fitted effect of over 65% in size
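Rat TrxR1 (90 nM in the dispensed reagent) was pre-reduced with 400 uM NADPH for 5 min at room temperature, then incubated with compound for 15 min. After 400 uM selenite was added, NADPH fluorescence (Ex 340/Em 450 nm) was followed for 8 min.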
Tb PGK inh: T. brucei PGK inhibition. PGK/GAPDH coupled, Kinase-Glo luminescence, 60 min. Potency, µM (top dose mostly 57.5 µM), for inactives: top-dose activity change, negative = inhibition, actives largely listed as inhibitors. hit rate 0.043% among 380,000; note: % is set by controls: 0 for no effect and ±100 for the full control effect; nearly all actives have a fitted effect of over 60% in size
Target sequence (P07378 whole entry, looked up): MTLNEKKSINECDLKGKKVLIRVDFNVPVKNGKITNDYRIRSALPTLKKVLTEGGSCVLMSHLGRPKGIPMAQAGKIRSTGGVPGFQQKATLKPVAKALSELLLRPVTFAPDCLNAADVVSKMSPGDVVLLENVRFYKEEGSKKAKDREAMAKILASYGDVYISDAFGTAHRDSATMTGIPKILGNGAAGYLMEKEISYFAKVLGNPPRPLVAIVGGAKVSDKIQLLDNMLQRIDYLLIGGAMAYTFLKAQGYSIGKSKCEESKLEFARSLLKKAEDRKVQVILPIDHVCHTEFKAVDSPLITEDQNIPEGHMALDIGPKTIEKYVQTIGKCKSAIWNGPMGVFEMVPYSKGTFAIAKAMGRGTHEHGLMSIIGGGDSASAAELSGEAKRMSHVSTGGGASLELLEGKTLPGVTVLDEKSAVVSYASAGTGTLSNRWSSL
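Luminescent ATP detection (Kinase-Glo Plus) follows a 60-minute room-temperature incubation, with wells lacking PGK as controls. Buffer: 100 mM TEA (pH 7.6), 5 mM MgCl2, 0.01% Tween-20. Coupling enzyme GAPDH (100 nM final) supplies unstable 1,3-BPG in-well.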
RGS4 inh: blocks human RGS4-accelerated GTP hydrolysis; Transcreener GDP fluorescence polarization, RGS4-accelerated GTP hydrolysis; Potency, µM (series often up to 114 µM), without a hit: at the highest dose activity change, negative = inhibition, usual class: inhibitors; hit rate 0.039% among 390,000; note: % is set by controls: 0 for no effect and ±100 for the full control effect; nearly all actives have a fitted effect of over 75% in size; some results filed as inactive show a strong effect at the top dose
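MLSMR compounds (23 nl, pin-transferred) preincubated 10 min at room temperature with a 500nM (2x) first reagent, then RGS4 at 900nM (2x) plus Transcreener GDP mix added; fluorescence polarization (620/688 nm) read before and after 90 min at 30 °C.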
HP1b chromo inh: blocks HP1-beta chromodomain binding to methylated histone tails. P83916. AlphaScreen HP1-beta / biotin-H3K9me3 peptide binding. Potency, µM (highest dose often 114 µM), inactives show at the highest dose activity change, negative = inhibition, usual class: inhibitors. hit rate 0.56% among 390,000. AID 540317; note: nearly all actives have a fitted effect of over 70% in size; inactives centre near 23
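HP1-beta protein (50 nM final) preincubated 30 min at room temperature with biotinylated H3(1-18)K9me3 peptide (50 nM) in PBS pH 7.4, 0.01% Tween-20, then compound added for 30 min. AlphaScreen streptavidin donor/nickel chelate acceptor beads (10 ug/mL final), 30 min dark, luminescence read.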
JMJD2A Tudor: blocks the human JMJD2A Tudor domain; Potency, µM (titrated, usually from 114 µM), without a hit: at the highest dose activity change, negative = inhibition, most hits filed as inhibitors; hit rate 4.4% among 390,000; AlphaScreen JMJD2A-Tudor / H3K4me3 peptide binding; O75164; note: % is set by controls: 0 for no effect and ±100 for the full control effect; nearly all actives have a fitted effect of over 50% in size
12-LOX inh: inhibitors of human 12S-lipoxygenase ALOX12; AID 1671190; Potency, µM (highest dose often 108 µM), for the others: top-dose activity change, negative = inhibition, hits mostly inhibitors; purified 12hLO, xylenol orange hydroperoxide absorbance; hit rate 1.1% among 580,000; P18054; note: % is set by controls: 0 for no effect and ±100 for the full control effect
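Purified human 12hLO (150 nM final) in 25 mM Hepes, 0.01% Triton X-100, pH 7.0 was preincubated 15 min at room temperature with compound. Then 40 uM arachidonic acid was added, 30 min. Hydroperoxide was read by Fe-XO absorbance ratio 573/405 nm.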
ERG Ets-DNA blk: ERG Ets/DNA interaction inhibition. P11308. fluorescence polarization, His-ERG Ets domain / labelled DNA. Potency, µM (doses to about 76.9 µM), inactives show at the top dose FP activity, negative = inhibition, actives largely listed as inhibitors. hit rate 0.028% among 370,000; active = well fitted inhibition curve with a large enough effect in the polarisation, with a control signal flat; inconclusive = small, poorly fitted or top-dose-only effect, or effect the other way, or a change in a side signal; inactive = no such curve, though single readings can be large or run the other way; the % refers to the polarisation;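 note: polarization taken with two DNA probes labelled with fluorescein and Texas red; % of control where 0% means no effect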
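His-tagged ERG Ets domain (1 uM in the protein solution; 300mM KCl, 50mM Tris-HCl, 1mM EDTA, 1mM DTT, pH 7.5) received compound, then a probe mix of 5 nM fluorescein-DNA and 100nM Texas-615-DNA. Fluorescence polarization was read for both dyes.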
GLS inhibitor: glutaminase GLS (human) inhibition; GLS enzymatic activity, qHTS titration; hit rate 0.21% among 410,000; O94925; Potency, µM (titrated, usually from 45.5 µM), inactives show top-dose activity change, negative = inhibition, hits mostly inhibitors; AID 624170; note: % is set by controls: 0 for no effect and ±100 for the full control effect
Target sequence (O94925 whole entry, looked up): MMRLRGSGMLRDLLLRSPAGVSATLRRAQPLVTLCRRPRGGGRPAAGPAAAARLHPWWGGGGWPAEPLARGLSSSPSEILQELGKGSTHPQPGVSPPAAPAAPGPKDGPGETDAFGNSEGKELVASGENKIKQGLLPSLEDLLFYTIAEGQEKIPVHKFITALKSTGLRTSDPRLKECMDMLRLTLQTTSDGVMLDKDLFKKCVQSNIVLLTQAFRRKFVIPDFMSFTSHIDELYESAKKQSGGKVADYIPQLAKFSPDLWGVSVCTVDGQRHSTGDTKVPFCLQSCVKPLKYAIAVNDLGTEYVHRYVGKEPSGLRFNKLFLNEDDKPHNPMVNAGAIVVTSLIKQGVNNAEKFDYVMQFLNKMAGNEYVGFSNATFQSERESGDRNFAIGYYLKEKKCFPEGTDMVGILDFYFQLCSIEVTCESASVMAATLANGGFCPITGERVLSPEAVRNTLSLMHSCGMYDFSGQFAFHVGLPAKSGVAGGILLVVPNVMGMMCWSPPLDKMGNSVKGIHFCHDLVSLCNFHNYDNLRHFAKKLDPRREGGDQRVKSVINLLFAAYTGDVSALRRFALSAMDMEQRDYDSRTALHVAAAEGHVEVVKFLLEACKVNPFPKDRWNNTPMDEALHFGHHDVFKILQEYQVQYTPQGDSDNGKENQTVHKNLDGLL
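Enzyme dispensed in phosphate buffer (45 mM, pH 8.2, 0.02% Tween-20), compounds pinned in, then 1 mM L-glutamine solution and the glutamate oxidase–HRP–Amplex Red mix added; fluorescence read immediately and again after 30 min at room temperature.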
Starred values were filed as active, the others as inactive; i = inactive; ? = inconclusive; nt = no result given; & = joins results of further samples; [ ] = dose if it differs, or a comment. Unless noted, calls come from the whole dose curve; as a rule, active = well fitted curve in the direction sought with a large enough effect; inconclusive = small, poorly fitted or top-dose-only effect, or another doubt; inactive = no such curve, though single readings can be large; an effect the other way counts as inactive or inconclusive. Potency is the fitted concentration of half-maximal effect.

SMILES	Pin1 inhibitor	TrxR1 inh	Tb PGK inh	RGS4 inh	HP1b chromo inh	JMJD2A Tudor	12-LOX inh	ERG Ets-DNA blk	GLS inhibitor
Nc1ncnc(Oc2cccc3cccnc23)c1[N+](=O)[O-]	1.3%	16.4%[57.1 µM]	-4.4%	-14.7%	31.4%	-0.7%	19.6%	-5.2%	0.9%
COc1ccc(/C=N/n2c(COc3ccccc3)n[nH]c2=S)cc1OC	0.7%	-6.2%[57.1 µM]	-8.8%	-52.9%	?	14.1µM*	?	0.5%	-25.0%
CCc1ccc2oc(C(=O)NC3CCS(=O)(=O)C3)cc(=O)c2c1 (stereo unspecified)	4.5%	0.1%	0.8%	9.9%	34.2%[activator]	-11.1%	6.3%	-3.4%	-4.3%
Cc1ccc(C)c(-n2c(C)cc(/C=N/NC(=O)c3c(C)nc4cc(C)ccn34)c2C)c1	25.1%	5.7%[0.457 µM]	i	-20.4%	-12.2%	39.8µM*	-15.1%	-6.1%	-0.2%
Cc1ccc2c(c1)c1c(n2CC(O)CNC(CO)(CO)CO)CCCC1 (stereo unspecified)	?	8.0%	3.3%	5.6%	-1.8%	?	2.3%	-3.0%	17.1%
COC(=O)c1c(-c2ccc(F)cc2)noc1N	1.9%	6.4%	i	4.6%	29.1%	-15.9%	-4.0%	2.3%	4.9%
Cc1ccccc1Cn1c(NC2CCCC2)nc2c1c(=O)[nH]c(=O)n2C	5.4%	-17.4%	i	17.2%	24.9%	-17.6%	?	-2.4%	1.6%
Cn1c(=O)oc2cc(S(=O)(=O)NCCC(=O)N3CCN(c4ccccc4F)CC3)ccc21	-1.7%	19.6%	-0.4%	-2.0%	22.5%	-13.1%	-19.8%	9.8%	2.4%
CCOC(=O)c1c(NC(=O)CSc2nnnn2C)sc(CC)c1C	4.9%	6.8%[2.29 µM]	nt	12.7%	23.5%	-19.2%	22.8%	nt	15.9%
COCCNC(=O)CN(c1cc(C(F)(F)F)ccc1Cl)S(C)(=O)=O	9.8%	2.7%	nt	-6.7%	24.6%	6.7%	-9.9%	3.2%	1.4%
COc1ccc(-c2nc(C#N)c(N3CCCCCC3)o2)cc1OC	4.1%	?	1.8%	-10.8%	?	?	-4.1%[57.4 µM]	nt	0.2%
O=C(c1ccccc1F)N1CCCc2ccccc21	3.2%	24.5%	-7.6%	28.2%	28.6%	-8.5%	4.3%	1.4%	-3.3%
CC(C)c1cc(C(C)C)n2nc(N)nc2n1	3.6%	1.6%[57.1 µM]	-0.7%	-21.1%	26.7%	-0.7%	0.0%	-1.2%	-4.3%
COc1ccccc1/C=C/c1nc(C#N)c(N2CCCCC2)o1	48.7%[activator]	122.7%[activator]	nt	0.4%	-4.7%	-6.0%	-25.6%	-1.0%	-6.8%
COc1c2c(cc3oc(=O)ccc13)OC(C)(C)C=C2	-9.2%	3.7%[57.1 µM]	1.5%	3.1%	34.6%[activator]	-2.7%	?	7.2%	-2.2%
N#Cc1cnn(-c2ncnc3sc4c(c23)CCCC4)c1N	2.7%	-2.8%	-13.3%	-21.5%	34.9%	-4.1%	-19.5%	-1.5%	-8.6%
CCOC(=O)/C(C#N)=C/c1cn(CCC(=O)O)nc1-c1cccc(Br)c1	2.0%	12.8%[57.1 µM]	-4.8%	29.7%	7.4%	-18.0%	-0.7%	-4.8%	-0.1%
CC(C)Cn1c(=O)n(C)c(=O)c2[nH]cnc21	3.1%	13.7%[57.1 µM]	4.2%	12.1%[56.9 µM]	14.5%	?	2.2%&3.8%	-12.2%	4.8%
CC(C)OCCCNC(=O)c1c(N)n(/N=C/c2cccs2)c2nc3ccccc3nc12	10.0%	0.1%	i	-11.8%	44.3%[activator]	2.8%	-17.4%	10.9%	-4.7%
CCN(CC(=O)NCc1ccc(Cl)cc1)C(=O)/C=C/c1ccccc1	1.1%	4.2%	5.6%	-0.8%	14.2%	-11.6%	-16.4%	-6.8%	-6.1%

Record cards, as listed above.
Cc1ccc2c(c1)c1c(n2CC(O)CNC(CO)(CO)CO)CCCC1 (stereo unspecified) across the screens: Pin1 inhibitor: ?; TrxR1 inh: 8.0%; Tb PGK inh: 3.3%; RGS4 inh: 5.6%; HP1b chromo inh: -1.8%; JMJD2A Tudor: ?; 12-LOX inh: 2.3%; ERG Ets-DNA blk: -3.0%; GLS inhibitor: 17.1%
CC(C)c1cc(C(C)C)n2nc(N)nc2n1 across the screens: Pin1 inhibitor: 3.6%; TrxR1 inh: 1.6%[57.1 µM]; Tb PGK inh: -0.7%; RGS4 inh: -21.1%; HP1b chromo inh: 26.7%; JMJD2A Tudor: -0.7%; 12-LOX inh: 0.0%; ERG Ets-DNA blk: -1.2%; GLS inhibitor: -4.3%

Remaining list, next part:
SMILES	Pin1 inhibitor	TrxR1 inh	Tb PGK inh	RGS4 inh	HP1b chromo inh	JMJD2A Tudor	12-LOX inh	ERG Ets-DNA blk	GLS inhibitor
CCOc1ccc(CCNC(=O)C2CCCN2C(=O)OCc2ccccc2)cc1OCC (stereo unspecified)	-0.8%	29.8%	nt	5.0%	42.7%[activator]	-1.6%	-5.6%	3.3%	2.2%
COc1ccc(NC(=O)C(NC(=O)OC(C)(C)C)C(C)OCc2ccccc2)cc1 (stereo unspecified)	-2.7%	19.8%[57.1 µM]	-2.2%	-8.4%	38.1%	-2.2%	0.0%	-11.8%	0.3%
COc1ccc(S(=O)(=O)NC(CC(=O)NCCc2ccc(OC)c(OC)c2)C(C)C)cc1 (stereo unspecified)	-3.1%	19.3%[57.1 µM]	11.4%	-10.7%	40.3%[activator]	-3.5%	0.0%	-1.3%	3.5%
CC(C)C(=O)Nc1cccc(C(=O)OCC(=O)c2ccc(Cl)cc2Cl)c1	-9.0%	-9.7%[57.1 µM]	-0.4%	7.4%	19.2%	-3.7%	?	0.0%	2.5%
Cc1ccc(NC(=O)OC(C)N2CCCCC2)cc1NC(=O)OC(C)N1CCCCC1 (stereo unspecified)	0.3%	-10.1%	4.5%	-4.8%	3.6%	-2.8%	-16.4%	-7.0%	-4.8%
N#C/C(=C\c1ccc(O)c(Br)c1)C(=O)N1CCCCC1	-6.8%	9.4%[57.1 µM]	-1.6%	-6.5%	22.3%	-13.8%	2.3%	-5.1%	8.6%
O=C(O)c1ccc(Br)c(S(=O)(=O)N2CCCC2)c1	-8.3%	25.7%	-6.4%	0.5%	6.3%	-13.9%	?	-7.6%	-3.6%
Cc1ccc(-c2nn(-c3cc(Cl)ccc3[N+](=O)[O-])c(=O)c3ccccc23)cc1	-4.4%	29.7%	-9.1%	0.1%	-17.1%	?	12.8%	-15.9%	-0.4%
O=C(CCC(=O)c1cccs1)OCc1ccc([N+](=O)[O-])cc1	-1.9%	15.1%	-7.2%	6.4%	27.6%	-14.4%	-1.6%	-1.6%	-3.4%
O=C(c1ccc(-c2nnc(Nc3ccccc3)c3ccccc23)cc1)N1C[C@H]2C[C@H](C1)c1cccc(=O)n1C2	?	-1.8%[57.1 µM]	2.9%	0.9%	23.7%	-6.1%	15.1%	-4.4%	25.6%
CN(CC(=O)Nc1ccc(F)cc1)C(=O)CCc1ccccc1	-6.9%	5.5%	-5.8%	-7.3%	20.1%	9.2%	?	-9.3%	-3.1%
Cc1nnc(SCc2ccc(F)cc2)s1	-9.0%	9.0%	1.7%	3.0%	44.7%[activator]	7.6%	0.0%	8.3%	-7.1%
Cc1cccc(-n2ncc3c(Nc4ccc(F)cc4)ncnc32)c1	-4.9%	14.1%	-4.1%	-19.4%	56.8%[activator]	4.3%	?	15.8%	-8.2%
Brc1ccccc1-n1nnc(-c2nccs2)n1	-1.6%	8.4%	-5.2%	6.2%	63.0%[activator]	-9.3%	?	5.0%	1.9%
CCC(=O)Nc1nnc(S(=O)(=O)N(C)Cc2ccco2)s1	3.3%	?	4.1%	-15.9%[56.9 µM]	19.2%	?	-2.6%	1.0%	10.4%
Fc1ccc(-c2ccc(CNCc3ccccn3)o2)cc1	-4.1%	-0.4%[57.1 µM]	0.9%	0.8%	15.0%	50.1µM*	34.7%	-4.3%	-21.2%
O=C(NCC(c1cccnc1)N1CCN(c2ccccc2)CC1)C1CCCCC1 (stereo unspecified)	0.3%	14.1%[57.1 µM]	-7.5%	1.5%	20.2%	-14.4%	-2.6%	nt	-4.6%
CCCn1nc(NS(=O)(=O)c2cccc3nonc23)c2cc3ccccc3nc21	-2.6%	0.3%	3.3%	7.4%[56.9 µM]	35.5%	-35.8%	14.6%	-2.1%	3.2%
Cc1oc2ccc(O)cc2c1C(=O)c1ccccc1	-1.6%	9.1%	-12.6%	11.6%	19.2%	-19.9%	-1.8%	1.3%	8.9%
COc1ccc(C(=O)OCC(=O)NC2CC2)cc1[N+](=O)[O-]	?	23.9%	-3.6%	-4.5%[11.4 µM]	39.7%[activator]	-6.2%	-1.4%	5.6%	-1.3%
CC(C)CC(=O)/C(=C/c1ccc(N(C)C)cc1)n1cncn1	?	-10.9%	-10.0%	-7.5%	26.1%	-7.5%	0.0%	-11.9%	1.9%
Cc1cccc2cc(C#N)c(NCCCn3ccnc3)nc12	-1.8%	-1.4%	1.9%	43.3%	46.6%[activator]	-18.1%	0.4%	-0.5%	-1.7%
CCCNS(=O)(=O)c1cccc(C(=O)NC2CCCc3ccccc32)c1 (stereo unspecified)	-0.2%	5.7%	-0.6%	-34.7%	45.4%[activator]	-13.5%	-15.5%	-3.1%	2.3%

Some of the compounds tested (hit frequency here may not be typical).
